Screening results (PubChem BioAssay)
TDP-43 yeast inh: inhibitors of TDP-43 toxicity in yeast. AID 652104. Potency, µM (titrated, usually from 46.1 µM), inactives show at the highest dose growth rescue (activation), actives largely listed as activators. TDP-43 expressing yeast growth rescue, BacTiter-Glo, 24 h. 410,000 tested, 1.8% active; note: % of control where 0% means no effect; nearly all actives have a fitted effect of over 50% in size
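Readout is BacTiter-Glo luminescence of cell growth, so inhibitors register as activators. TDP-43-expressing yeast at OD600=0.02 in galactose medium, after raffinose pregrowth to mid-log, were incubated with compound for 24 hr at 30 deg C.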
EPAC1 ag: activates human EPAC1 exchange factor; O95398; EPAC1 agonist qHTS, biochemical assay; response scale: 100% = response to 6.5 mM cAMP; Potency, µM (highest dose often 154 µM), inactives show at the highest dose activation, actives largely listed as activators; 360,000 tested, 0.073% active; note: nearly all actives have a fitted effect of over 60% in size
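Multi-concentration qHTS readout: loss of Rap1B-bound BODIPY-GDP fluorescence driven by 100 nM EPAC1 with excess GDP (50 uM), monitored kinetically at room temperature; agonist response expressed relative to 6.5 mM cAMP.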
FUS suppressor: suppressors of FUS proteinopathy in yeast | S. cerevisiae FUS-expressing, growth rescue, OD600, 24 h | Potency, µM (top dose mostly 76.6 µM), inactives show top-dose growth rescue (activation), actives largely listed as activators | 390,000 tested, 0.24% active | AID 1347120;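 note: plate controls were DMSO vehicle for no effect and reference control for full effect; nearly all actives have a fitted effect of over 55% in size; some results filed as inactive show a strong effect at the top dose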
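Absorbance at 600 nm, taken 24hr after compound addition, measured rescue of FUS-yeast growth at 30C. Induction used 2% galactose with seeding at OD 0.005. Controls: CP55940 from 92uM final, DMSO only.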
EPAC2 antag: EPAC2 (human) antagonism. Potency, µM (highest dose often 114 µM), without a hit: at the highest dose activity, negative = inhibition, hits mostly inhibitors. AID 720708. 360,000 tested, 0.18% active. EPAC2 GEF exchange of Rap1B-BODIPY-GDP, fluorescence; note: % is set by controls: 0 for no effect and ±100 for the full control effect; nearly all actives have a fitted effect of over 45% in size; many of its hits are not listed in these tables
aSyn yeast inh: alpha-synuclein toxicity inhibition in yeast. Yeast expressing alpha-synuclein, growth rescue, BacTiter-Glo, 24 h. Potency, µM (titrated, usually from 46.1 µM), for the others: at the top dose growth rescue (activation), usual class: activators. 370,000 tested, 0.14% active. AID 652106; note: % of control where 0% means no effect; nearly all actives have a fitted effect of over 65% in size
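Screening used galactose-induced yeast with toxic alpha-synuclein levels, exposed to compound for 24 hr at 30 deg C. Cell growth, read with BacTiter-Glo luminescence, gave the measured signal.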
EPAC1 antagonist: EPAC1 (human) antagonism. O95398. EPAC1 GEF assay, Rap1b-BODIPY-GDP exchange fluorescence. Potency, µM (highest dose often 115 µM), for the others: top-dose activity change, negative = inhibition, actives largely listed as inhibitors. 360,000 tested, 0.14% active;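 note: plate controls were vehicle for no effect and positive control for full effect; nearly all actives have a fitted effect of over 50% in size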
PTHR1 ag: agonists of human PTHR1 parathyroid hormone receptor; AID 743266; 410,000 tested, 0.075% active; Potency, µM (top dose mostly 115 µM), for the others: at the highest dose activation, actives largely listed as activators; Q03431; HEK293 GP2 PTHR1 cells, GloSensor cAMP luminescence, 1 h; note: nearly all actives have a fitted effect of over 55% in size; some results filed as inactive show a strong effect at the top dose; inactives centre near -15; many of its hits are not listed in these tables
Target sequence (Q03431 whole entry, looked up): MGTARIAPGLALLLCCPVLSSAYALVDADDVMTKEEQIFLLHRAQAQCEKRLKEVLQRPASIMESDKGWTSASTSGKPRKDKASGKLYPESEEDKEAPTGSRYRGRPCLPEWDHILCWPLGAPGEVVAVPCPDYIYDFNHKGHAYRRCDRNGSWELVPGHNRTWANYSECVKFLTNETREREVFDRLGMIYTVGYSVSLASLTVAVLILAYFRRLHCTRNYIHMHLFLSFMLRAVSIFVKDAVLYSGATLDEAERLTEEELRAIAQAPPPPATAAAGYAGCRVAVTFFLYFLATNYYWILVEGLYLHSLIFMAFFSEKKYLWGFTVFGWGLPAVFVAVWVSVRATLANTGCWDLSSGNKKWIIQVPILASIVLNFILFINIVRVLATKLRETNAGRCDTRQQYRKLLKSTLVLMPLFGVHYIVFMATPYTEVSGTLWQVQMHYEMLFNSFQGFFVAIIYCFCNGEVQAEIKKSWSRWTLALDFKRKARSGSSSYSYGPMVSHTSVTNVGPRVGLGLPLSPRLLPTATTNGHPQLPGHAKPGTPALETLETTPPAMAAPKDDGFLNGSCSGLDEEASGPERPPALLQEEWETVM
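HEK-293-derived GP2 cells expressing PTHR1 and a GloSensor cAMP reporter, 3,000/well, plated overnight, given luciferin plus IBMX (each 0.5 mM as added) for 1 h at 37 °C, then compound for 1 h at 37 °C. Luminescence was read after 15 min at room temperature.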
EPAC2 ag: agonists of human EPAC2 (RAPGEF4). Q8WZA2. EPAC2 activation, biochemical qHTS; response scale: 100% = 6.5 mM cAMP response. Potency, µM (titrated, usually from 154 µM), for the others: at the top dose activation, usual class: activators. 360,000 tested, 0.079% active; note: nearly all actives have a fitted effect of over 50% in size
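In this primary screen, activation is scored as increased exchange of BODIPY-GDP from Rap1B by 100 nM EPAC2, with 50 uM GDP as competitor. Signal is normalized to the 6.5 mM cAMP agonist control.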
Starred values were filed as active, the others as inactive; i = inactive; ? = inconclusive; . = not tested or not shown; [ ] = dose if it differs, or a comment. Calls come from the whole dose curve; as a rule, active = well fitted curve in the direction sought with a large enough effect; inconclusive = small, poorly fitted or top-dose-only effect, or another doubt; inactive = no such curve, though single readings can be large; an effect the other way counts as inactive or inconclusive. Potency is the fitted concentration of half-maximal effect. Some of the compounds tested (hit frequency here may not be typical).

Results follow in this order: TDP-43 yeast inh	EPAC1 ag	FUS suppressor	EPAC2 antag	aSyn yeast inh	EPAC1 antagonist	PTHR1 ag	EPAC2 ag
- COc1cc(OC)c(C(=O)/C=C/c2ccccc2)c(O)c1O
    13µM*	-14%	8%	-6%	7%	-12%	-79%[inhibitor]	4%
- O=C(NCCC1=CCCCC1)c1cnccn1
    1%	-4%	26%	-8%	5%	0%	i	2%
- O=C(CC1SC(=Nc2ccccc2)N(CCc2ccccn2)C1=O)Nc1ccc(F)cc1 (configuration not stated)
    18%	-6%	30%	-16%	1%	-26%	-33%[inhibitor]	12%
- COC(=O)[C@@]1(Cc2ccc(F)cc2)[C@H]2c3cc(C(=O)N4CCCC4)n(CCc4c[nH]c5ccccc45)c3C[C@H]2CN1C(=O)c1ccccc1
    0%	-5%	?	1%	-3%	-17%	-8%	0%
- Cn1c(SCCOc2ccccc2F)nc2ccccc2c1=O
    ?	8%	22%	-4%	6%	-2%	-41%[inhibitor]	14%
- Cc1ccc(C(=O)N2CCN(c3ccccc3)CC2)cc1NC(=O)c1ccco1
    25%	1%	13%	-2%	5%	-22%	-3%	8%
- COC(=O)[C@]12CCCCC=C1N(Cc1ccc(Cl)cc1Cl)C(=O)[C@H](CC(=O)NCCCCc1ccccc1)C2
    7%	-3%	17%	5%	13%	7%	-13%	4%
- Cc1cc(C(=O)NCCCN2CC(C)CC(C)C2)n(-c2ccccc2)n1 (configuration not stated)
    17%	0%	-23%	7%	1%	-7%	-7%	?
- CCc1ccc(OCCNC(=O)c2cccs2)cc1
    14%	2%	-8%	-1%	3%	-4%	-45%[inhibitor][57.5 µM]	-9%
- Cc1nnc(SCC(=O)Nc2cccc(S(=O)(=O)N3CCCCC3)c2)s1
    -6%	3%	12%	4%	-6%	-10%	-32%[inhibitor]	16%
- O=C(CSc1nccc(-c2cccs2)n1)Nc1cccc(Cl)c1Cl
    -13%	18%	-17%	4%	-1%	3%	-26%	10%
- Cc1ccc(S(=O)(=O)N2CCN(C(=O)C3CCCO3)CC2)cc1 (configuration not stated)
    -12%	0%	-3%	7%	-4%	-11%	i	7%
- COCCn1c(C)cc(C2=NNC(=NC(C)(C)C)SC2)c1C
    -1%[0.397 µM]	-24%	?	-23%	-1%	-22%	-17%	-14%
- O=C(O)/C=C/C(=O)Nc1cccc(C(F)(F)F)c1
    12%	0%	1%	?	-1%	-14%	12%	2%
- CC(C)CNS(=O)(=O)c1ccc(CC(C)C)cc1
    -21%	-7%	31%	-9%	-12%	-24%	i	5%
- O=C(CN1CCN(S(=O)(=O)N2CCCCCC2)CC1)Nc1cc(Cl)ccc1Cl
    16%	1%	-10%	-6%	0%	-2%	-14%	9%
- CCOC(=O)C1=CCN(S(=O)(=O)c2ccc(F)cc2)C1c1cccc(C)c1 (configuration not stated)
    26%	-7%	8%	?	2%	-10%	6%	0%
- C=CCNC(=S)N/N=C(\C)c1ccccn1
    -57%[inhibitor]	8%	19%	7%	0%	-5%	i	4%
- CN(C)S(=O)(=O)N1CCN(C(=O)N(c2ccccc2)c2ccccc2)CC1
    -18%	10%	-2%	5%	9%	5%	3%	0%
- OCC[C@@H]1C[C@@H](O)[C@H](O)[C@]2(CCCO2)O1
    19%	4%	-31%	17%	-1%	2%	i	-2%
- Cc1ccc(S(=O)(=O)NCC(C)n2cncn2)cc1C (configuration not stated)
    -17%	9%	-8%	1%	-7%	4%	i	7%
- COc1ccc(S(=O)(=O)N(C)CC(=O)Nc2ccccc2SC)cc1Cl
    8%	22%	-14%	-7%	0%	-9%	-18%	?
- Cc1noc(NS(=O)(=O)c2ccc(NC(=O)COc3ccc(C#N)cc3)cc2)c1C
    29%	6%	4%	4%	-5%	-3%	-17%	4%
- COc1ccc(CC(=O)Nc2ccc(S(=O)(=O)N3CCCC3)cc2)c(OC)c1
    22%	1%	18%	-7%	9%	-1%	-39%[inhibitor]	7%
- Cn1cnc2ncnc(Oc3ccc(Br)cc3)c21
    22%	-3%	6%	5%	1%	-3%	-24%	2%
- C=CCn1c(N)cc(=O)nc1SCC(=O)Nc1ccc2ccccc2c1
    2%	6%	?	-5%	-5%	-4%	0%[57.5 µM]	6%
- CCS(=O)(=O)N1CCC(NC(=O)C(Cc2cccc(OC)c2OC)NC(C)=O)CC1 (configuration not stated)
    -25%	-5%	8%	4%	1%	1%	7%	2%
- CCOC(=O)N1CCC(NC(=O)C2CCN(C(=O)N3CC(C)Oc4ccc(C)cc43)CC2)CC1 (configuration not stated)
    -1%	5%	23%	9%	0%	-10%	i	1%
- Cn1c(=O)c2c(nc(OCc3cccnc3)n2Cc2c(F)cccc2Cl)n(C)c1=O
    -10%	-8%	9%	16%	6%	3%	-6%[57.5 µM]	6%
- O=C(CCCc1ccccc1)Nc1nccs1
    11µM*	-7%	-4%	5%	8%	-2%	i	2%
- COc1ccc(NC(=O)C(C)N(c2ccc(C)cc2)S(C)(=O)=O)c(OC)c1 (configuration not stated)
    11%	-3%	5%	-2%	-10%	0%	8%[57.5 µM]	-4%
- CCCCCn1c(SCC(=O)OC)nc2c1c(=O)[nH]c(=O)n2C
    22%	4%	-14%	-2%	0%	-3%	-11%	12%
- Cc1[nH]n(-c2ccccc2)c(=O)c1/C=N/N1C(=O)c2cccc3cccc(c23)C1=O
    18µM*	-1%	7%	0%	?	-17%	i	-4%
- N/C(=N\OC(=O)C1CCCCC1)c1cccc(Br)c1
    -45%[inhibitor]	-3%	-2%	5%	-36%[inhibitor]	-11%	-14%	-3%
- CCNS(=O)(=O)c1cc(-c2nnc(OC)c3ccccc23)ccc1C
    12%	8%	17%	4%	8%	-18%	-17%	8%
- Cc1ccc(-n2nnnc2SCC(=O)Nc2nc(-c3ccc(F)cc3)cs2)cc1C
    -8%	2%	-10%	7%	-1%	15%	-33%[inhibitor]	6%
- Cc1nnc(NC(=O)c2ccc(S(=O)(=O)N3CC(C)OC(C)C3)cc2)o1 (configuration not stated)
    10%	-11%	17%	4%	0%	22%	-10%	1%
- COc1ccc2cc1Oc1ccc(cc1)C[C@H]1c3c(cc(OC)c4c3Oc3c(ccc5c3[C@H](C2)N(C)CC5)O4)CCN1C
    0%	9%	-9%	0%	3%	-6%	i	8%
- COc1ccc(NC(=O)N(C)C[C@H]2Oc3c(NC(=O)Nc4ccccc4)cccc3C(=O)N([C@H](C)CO)C[C@@H]2C)cc1
    7%	-12%	28%	8%	-1%	-1%	i	-2%
- COc1cc([C@@H]2CC=C(C(=O)O)[C@H](c3ccc(Cl)cc3)N2S(=O)(=O)c2ccc(C)cc2)cc(OC)c1OC
    -24%	-8%	3%	1%	0%	-6%	?	7%
- CN1C(=O)/C(=C/c2ccco2)SC1=Nc1cccc(C(=O)O)c1
    2%	-10%	?	-7%	5%	-21%	-19%	-4%
- O=C(NC1CCCCCC1)c1ccc(CN2CCOCC2)cc1
    5%	7%	-14%	-5%	3%	3%	-18%[57.5 µM]	4%
- COc1cc(OC)cc(-c2c(C#Cc3ccsc3)c3cc(-c4ccc(SC)cc4)ccc3n2C)c1
    -11%	6%	4%	6%	-4%	0%	-3%	3%
- CCn1ncc([C@@H]2C[C@H]3CN(Cc4ccccc4C)C(=O)[C@]34CCCN24)c1C
    10%	6%	-17%	16%	7%	0%	-3%	8%
- Oc1ccc2c(c1)oc1cc(O)ccc12
    1%	2%	13%	-1%	-30%	2%	i	2%
- O=C(Cn1cc([N+](=O)[O-])cn1)NCC1CCCO1 (configuration not stated)
    -3%	-5%	.	9%	-9%	7%	i	8%
- COc1ccc(/C=C2\Oc3cc(OCC(N)=O)ccc3C2=O)cc1OC
    7%	0%	32%	-15%	4%	?	-9%	-4%
- O=C(O)c1ccc(S(=O)(=O)c2ccc3c(c2)C(=O)N(NC(=O)c2ccc(O)cc2)C3=O)cc1
    19%	5%	-14%	9%	2%	-27%	i	-2%
- COc1cc(CN2CCC(C(=O)NC3CCCC3)CC2)cc(Br)c1O
    -22%	15%	16%	2%	-1%	0%	i	8%
- CC1CC(C)CN(C(=O)/C=C/c2ccc(S(=O)(=O)N3CCOCC3)cc2)C1 (configuration not stated)
    9%	3%	.	-3%	-3%	-12%	i	-5%

(next part)
Results follow in this order: TDP-43 yeast inh	EPAC1 ag	FUS suppressor	EPAC2 antag	aSyn yeast inh	EPAC1 antagonist	PTHR1 ag	EPAC2 ag
- COCCN(C(=O)c1ccc(N2CCCC2=O)cc1)c1c(N)n(CC(C)C)c(=O)[nH]c1=O
    0%	14%	.	4%	-9%	-7%	-5%	14%
- O=C(Nc1ccccc1C(F)(F)F)c1cnccn1
    -3%	-3%	16%	-7%	-10%	-6%	-4%	7%
- COc1ccccc1NC(=O)c1cc(Sc2nncn2C)nc2ccccc12
    -19%	-1%	21%	9%	2%	19%	-7%[57.5 µM]	3%
- CC(=O)N1CCc2ccc(S(=O)(=O)N3CC(C)OC(C)C3)cc21 (configuration not stated)
    0%	2%	-21%	4%	2%	2%	i	-8%
- Cc1cc(=O)n2cn[nH]c2n1
    -4%	4%	-21%	0%	23%	7%	i	5%
- CCOC(=O)c1cccc(NC(=O)CN(c2ccc(C)cc2)S(=O)(=O)c2c(C)n[nH]c2C)c1
    -3%	7%	33%	0%	-13%	3%	0%	24%
- CCOc1cccc(/C=N/NC(=S)NCCN2CCOCC2)c1O
    20%	5%	-34%	3%	0%	-7%	-19%	3%
- O=C(CN1CCN(c2ccccn2)CC1)NC(=O)NC1CCCCC1
    2%	-8%	-16%	-6%	5%	-5%	-21%	-4%

2 of the compounds above, field by field:
SMILES: O=C(NC1CCCCCC1)c1ccc(CN2CCOCC2)cc1
  TDP-43 yeast inh: 5%	EPAC1 ag: 7%	FUS suppressor: -14%	EPAC2 antag: -5%	aSyn yeast inh: 3%	EPAC1 antagonist: 3%	PTHR1 ag: -18%[57.5 µM]	EPAC2 ag: 4%
SMILES: COc1cc(CN2CCC(C(=O)NC3CCCC3)CC2)cc(Br)c1O
  TDP-43 yeast inh: -22%	EPAC1 ag: 15%	FUS suppressor: 16%	EPAC2 antag: 2%	aSyn yeast inh: -1%	EPAC1 antagonist: 0%	PTHR1 ag: i	EPAC2 ag: 8%
